TGFb SMAD3 inh = qHTS for Inhibitors of TGF-b; 410,000 compounds, 1.2% hits; AID 588855, 2011; Potency, µM (top dose mostly 46.1 µM), for the others: at the highest dose activity, negative = inhibition, usual class: inhibitors; HepG2 CAGA-GFP TGF-b/SMAD3 reporter, GFP fluorescence, 18 h; TGF-beta stimulated, 500 pg/mL final; also: potency is read from the fitted curve at half-maximal effect; % is scaled to controls: 0 for no effect and ±100 for the full control effect; nearly all actives have a fitted effect of over 65% in size
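Smad-responsive CAGA-GFP expression was quantified in HEPG2 cells exposed to compounds and 500 pg/mL final TGF-beta for 18 h at 37 degrees C; unstimulated wells defined full inhibition.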
CCT chaperon mod = High-Throughput Screening for Modulators of Cytosolic Chaperonin Activity; AID 651819, 2012; activity change, % (concentration not given with the values), hits read low; purified chaperonin ATPase assay, HTRF ADP detection, 30 min; 360,000 compounds, 0.3% hits; in the data active = activity change below about -30%; also: % is scaled to controls: 0 for no effect and ±100 for the full control effect
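Nucleotide hydrolysis assay: TRiC at 20–40 nM final (set by batch activity) with 10 uM ATP, 30 min at 37 °C, in presence of 76 uM compound. Detection by competitive ADP HTRF, 30 min ambient.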
HepG2 tox = qHTS for Inhibitors of TGF-b: Cytotox Counterscreen; Potency, µM (doses to about 46.1 µM), for the others: at the highest dose activity change, negative = cytotoxicity, most hits filed as cytotoxic; 410,000 compounds, 0.76% hits; HepG2 CAGA-GFP viability, ATP luminescence, 18 h; also: potency is read from the fitted curve at half-maximal effect; some results filed as inactive show a strong effect at the top dose
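CellTiter-Glo luminescence gave cytotoxicity after 18 hours at 37 degrees C. The cells were HepG2 CAGA-GFP in 1% FBS DMEM, stimulated with 500 pg/mL TGF-beta after compound addition. %Activity was normalised to no-cell wells (complete cell-killing) and DMSO (no toxicity), and curves were fitted and classified.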
MmCpn inh = Inhibitors of TCP-1 ring complex (TRiC) of Methanococcus maripaludis (MmCpn): qHTS; Chaperonin Mm-Cpn (Methanococcus maripaludis); purified Mm-Cpn ATPase, ADP Transcreener TR-FRET; Potency, µM (doses to about 76.9 µM), for the others: top-dose activity, negative = inhibition, actives largely listed as inhibitors; 330,000 compounds, 0.031% hits; also: potency is read from the fitted curve at half-maximal effect; % is scaled to controls: 0 for no effect and ±100 for the full control effect; nearly all actives have a fitted effect of over 80% in size
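Eu-cryptate anti-ADP/ADP-d2 competition gives a ratio inversely related to ADP. Enzyme at 25 nM was pre-exposed to compound for 10 min, then given 10 uM ATP for 30 min, 37°C throughout.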
Abeta rescue = qHTS for compounds that reverse cellular toxicity of Amyloid beta (A-beta) peptide in yeast: Primary Screen; yeast expressing A-beta42, growth rescue, OD600, 48 h; response scale: 0% DMSO, 100% iron-clioquinol control; Potency, µM (titrated, usually from 46.1 µM), without a hit: at the top dose growth rescue, actives largely listed as activators; 410,000 compounds, 0.063% hits; AID 1347071, 2019; also: potency is read from the fitted curve at half-maximal effect; nearly all actives have a fitted effect of over 55% in size
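Growth rescue measured by 600 nm absorbance after 48 h yeast culture at 30 C with compound. Values normalized between DMSO and an equimolar ferric chloride plus clioquinol control.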
Akt phos inh = HTS Assay for Inhibitors of Akt Phophorylation: Primary Screen; Neuro2A IGF-stimulated pAkt S473 HTRF, 20 min; hits give low values; activity change, % for hits at 50 µM; 360,000 compounds, 0.32% hits; in the data active = activity change below about -80%; inconclusive = mostly about -51% to -80%; also: % is scaled to controls: 0 for no effect and ±100 for the full control effect
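Single-point screen (50 µM final compound) in Neuro2A cells stimulated 20 min with 6 nM IGF at 37 deg C. After lysis, Ser473-phosphorylated Akt read by HTRF (ex 330 nm, em 615/665 nm) as the 665/615 ratio.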
Nrf2 ARE act = qHTS of Nrf2 Activators; Potency, µM (titrated, usually from 46.1 µM), without a hit: at the highest dose activation, most hits filed as activators; 410,000 compounds, 0.31% hits; AREc32 ARE-luciferase reporter (MCF7-derived line), luminescence, 24 h; AID 624171, 2012; also: potency is read from the fitted curve at half-maximal effect; % of control where 0% means no effect; nearly all actives have a fitted effect of over 65% in size
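Quantitative high-throughput format: AREc32 reporter cells, 1000 per well, received compound by pin transfer and were incubated 24 hr at 37 deg C, 5% CO2, before Steady-Glo luminescence detection.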
A549 viability = Nrf2 qHTS screen for inhibitors: counterscreen for cytotoxicity. 390,000 compounds, 0.16% hits. Potency, µM (doses to about 46 µM), for the others: at the top dose activity change, negative = cytotoxicity, actives largely listed as inhibitors. A549 ARE-Fluc cells, CellTiter-Fluor viability, 18-24 h. AID 504648, 2011; also: potency is read from the fitted curve at half-maximal effect; % is scaled to controls: 0 for no effect and ±100 for the full control effect
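Cytotoxicity counterscreen: CellTiter-Fluor fluorescence was measured in A549 ARE_Fluc cells after 18-24 h of compound exposure in a concentration series. The subsequent BugLite luminescent read reports ARE-luciferase activity.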
Nrf2 inh = Nrf2 qHTS screen for inhibitors. A549 ARE-Fluc reporter, luciferase luminescence, 18-24 h. Potency, µM (series often up to 46 µM), for inactives: top-dose activity change, negative = inhibition, hits mostly inhibitors. 360,000 compounds, 2.1% hits; also: potency is read from the fitted curve at half-maximal effect; % is scaled to controls: 0 for no effect and ±100 for the full control effect; nearly all actives have a fitted effect of over 60% in size
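Nrf2 function is reported as luminescence of an ARE-controlled luciferase in A549 cells. Compounds were tested at several concentrations, and a CellTiter-Fluor read on the same wells flagged cytotoxicity.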
* marks the source's active call; other numbers are inactive results; i = inactive; ? = inconclusive; . = not tested or not shown; & = joins results of further samples; [ ] = remark or other dose. Unless noted, calls follow the shape of the dose curve; as a rule, active = well fitted curve in the direction sought with a large enough effect; inconclusive = small, poorly fitted or top-dose-only effect, or another doubt; inactive = no such curve, though single readings can be large; an effect the other way counts as inactive or inconclusive.

SMILES	TGFb SMAD3 inh	CCT chaperon mod	HepG2 tox	MmCpn inh	Abeta rescue	Akt phos inh	Nrf2 ARE act	A549 viability	Nrf2 inh
Cc1nc2scc(C)n2c(=O)c1S(=O)(=O)N1CCN(c2ccccc2F)CC1	-2%	0.2	-6%	1%	29%	i	2.0%	0%	4%
COc1cc2nc(C3CC3)n(NC(=O)c3ccc(Cl)cc3)c(=O)c2cc1OC	-15%	-1.2	-8%	-1%	11%	i	-0.5%	-4%	10%
CSc1ccccc1NC(=O)CN(C1CCCCC1)S(C)(=O)=O	13%	0.6	4%	2%	-6%	.	-0.5%	2%	5%
C/C(NCCN1CCOCC1)=C(\C#N)C(N)=O	-6%	0.2	6%	1%	5%	.	-0.2%	-4%	7%
CC(C)CC(=O)NC(=S)Nc1ccc(N2CCOCC2)cc1	?	-2.0	-1%	-2%	28%	i	7.9%	6%	21%
Cc1c(C(=O)NC2CC2)oc2ccc(S(=O)(=O)N3CCCCCC3)cc12	4%	-1.0	-17%	-4%	-9%	i	0.1%	-1%	?
Cc1ccc(C)c(N2CCN(C(=O)CN(C)S(=O)(=O)c3ccc4c(c3)CCC(=O)N4)CC2)c1	-9%	0.2	-15%	-6%	-13%	i	-0.2%	4%	-6%
Cc1nc2sccn2c(=O)c1S(=O)(=O)Nc1ccc(N2CCOCC2)cc1	8%	.	1%	.	-12%	.	1.9%	-1%	18%
CC1(C)C(=O)Nc2ccccc2N1C(=O)COc1cccnc1[N+](=O)[O-]	18%	0.8	1%	0%	3%	i	2.4%	-2%	-5%
CC(C)(C)C(=O)Nc1sc2c(c1C#N)CCCCC2	7%	-3.9	-4%	1%	-17%	i	2.7%	0%	?
N#CCCn1ncc2ccccc21	17%	-3.0	10%	3%	-6%	i	-0.7%	-10%	-15%
FC(F)Sc1ccc(-n2cc(-c3ccc(Cl)cc3)[n+]3c2CCC3)cc1	9%	1.2	11%	-1%	5%	i	0.2%	-6%	-9%
Cc1cnc(CNC(=O)CC2C(=O)NCCN2Cc2cccc(F)c2F)cn1 (stereo not drawn)	22%	0.3	-3%	-2%	8%	i	0.6%	2%	12%
O=C1COc2ccc(C(=O)COC(=O)c3ncc(Cl)c(Cl)c3Cl)cc2N1	12%	-0.6	5%	-1%	-3%	i	0.2%	-6%	4%
COC(=O)C1(C)NC(c2ccccc2C)C2C(=O)N(c3ccc(F)cc3)C(=O)C21 (stereo not drawn)	1%	-6.9	-11%	-3%	-1%	i	-0.5%	-3%	23%
C[C@@H]1Cn2cnc(C(=O)N[C@@H](Cc3c[nH]c4ccccc34)C(=O)OC(C)(C)C)c2C(=O)N1	-7%	-1.3	-28%	.	1%	i	1.0%	.	.
CC(C)CC(=O)n1sc(NC(=O)c2ccccc2)nc1=O	?	1.4	-11%	1%	-13%	i	7.4%	-7%	-9%
CC(CO)(CO)NC(=O)c1ccc(=O)[nH]n1	3%	1.6	2%	0%	-1%	i	-0.5%	2%	5%
CC(=O)NCCCC(=O)NNC1CC(=O)N(c2cccc(Cl)c2)C1=O (stereo not drawn)	9%	2.4	8%	0%	-93%[inhibitor]	i	0.1%	2%	4%
Fc1ccc(CSc2ccc(-c3ccc4c(c3)OCO4)nn2)cc1	-9%	-1.2	14%	-4%	1%	i	2.6%	-11%	-18%
CCOC(=O)c1c(C)oc2nc(C)nc(N3CCN(c4ccccc4)CC3)c12	?	.	-21%	.	-35%[inhibitor]	.	-0.9%	-5%	23µM*
O=C(Nc1ccc2c(c1)OCCO2)N1CCN(Cc2ccccc2)CC1	98%[activator]	-0.4	3%	-4%	-15%	i	2.6%	-1%	?
CC1(C(=O)NS(=O)(=O)c2cccc(OC(F)F)c2)CCN1C(=O)Cc1cccs1 (stereo not drawn)	6%	0.1	2%	.	7%	i	-0.4%	.	.
Cc1cccc(C)c1-n1nnnc1C1(C)CCC(=O)N1Cc1cccc(C(F)(F)F)c1 (stereo not drawn)	.	-1.0	.	.	10%	i	-0.5%	.	.
COc1ccccc1CCNC(=O)c1cccn1-c1nnc(N2CCCCC2)s1	?	.	-21%	.	-23%	.	5.8%	2%	?
O=C(/C=C/c1ccc([N+](=O)[O-])cc1)NCc1ccc2c(c1)OCO2	-20%	2.1	-21%	2%	10%	i	-1.0%	-1%	-18%
Cc1ccsc1C(=O)NCCc1ccc(S(N)(=O)=O)cc1	20%	0.6	-9%	0%	3%	i	0.3%	-6%	-10%
CC(C)CNC(=O)C(=O)NCC1OCCCN1S(=O)(=O)c1ccc2c(c1)OCCO2 (stereo not drawn)	16%	0.3	-11%	-2%	1%	i	-0.8%	-13%	-1%
NC(=O)c1c(NC(=O)C2COc3ccccc3O2)sc2c1CCN(Cc1ccccc1)C2 (stereo not drawn)	44%[activator]	4.0	-33%	-160%	-10%	i	0.4%	1%	0%
O=C(Cc1c[nH]c2ccccc12)NCc1ccc(Cl)cc1	?	0.4	-20%	1%	-7%	i	4.3%	-4%	4%
C=CCNc1ncnc2ccc(Br)cc12	0%	0.7	-7%	-1%	28%	i	0.2%	-24%	?
CC(NC(=O)c1ccc(Nc2nc3ccccc3n3nnnc23)cc1)c1ccccc1 (stereo not drawn)	81%[activator]	.	9%	.	-12%	.	-0.4%	1%	?
O=C1CCC(=O)N1CCC(=O)N(C(=O)NC1CCCCC1)C1CCCCC1	-7%	-0.7	-13%	.	0%	i	-0.5%	.	.
COc1ccc(OC)c(Nc2cc(C(=O)NCc3ccccc3)c3ccccc3n2)c1	?	.	-54%	.	-11%	.	3.9%	8%	-27%
COC(=O)c1ccc(NS(=O)(=O)NC(=O)c2c[nH]c3ccccc23)cc1	0%	-1.2	0%	-1%	1%	i	3.3%	-5%	-5%
CCc1cccc(CC)c1-n1c(SCC(=O)c2c(N)n(C)c(=O)n(C)c2=O)nnc1-c1cccnc1	7%	1.5	6%	-7%	21%	i	4.4%	7%	23%

Only Nrf2 inh and TGFb SMAD3 inh, for some of the entries so far:
| Structure | Nrf2 inh | TGFb SMAD3 inh |
| --- | --- | --- |
| FC(F)Sc1ccc(-n2cc(-c3ccc(Cl)cc3)[n+]3c2CCC3)cc1 | -9% | 9% |
| C[C@@H]1Cn2cnc(C(=O)N[C@@H](Cc3c[nH]c4ccccc34)C(=O)OC(C)(C)C)c2C(=O)N1 | . | -7% |

The list goes on.
SMILES	TGFb SMAD3 inh	CCT chaperon mod	HepG2 tox	MmCpn inh	Abeta rescue	Akt phos inh	Nrf2 ARE act	A549 viability	Nrf2 inh
COC(=O)c1c(N)sc(C(C)=O)c1C	-9%	-0.8	-1%	0%	19%	i	2.2%	1%	-4%
C/C(CC(=O)Nc1ccc([N+](=O)[O-])cc1)=N\NC(=O)c1ccccc1[N+](=O)[O-]	6%	0.3	-12%	0%	-5%	i	-0.1%	-5%	0%
CN(C)c1ccc(C=c2c3ccccc3n3c2cc(-c2ccc(Cl)cc2)[n+]3C)cc1	?	-2.4	-61%	.	-81%[inhibitor]	i	26%	?	?
CCc1ccc(-n2cnc3cc(C(=O)NCc4ccc(C)cc4)ccc32)cc1	-3%	.	-26%	.	10%	.	-0.7%	-1%	.
Cc1ccccc1NC(=O)CSc1nnc(NC(=O)c2ccco2)s1	1%	-2.6	-8%	0%	-1%	i	0.3%	-2%	12%
O=C(NCCN1CCCC1=O)Nc1ccccc1	-2%	-2.5	-5%	0%	-1%	i	0.0%	-9%	-3%
Cc1ccccc1Oc1ccc(S(=O)(=O)NCCC(=O)O)cc1	9%	-1.2	8%	0%	3%	i	-0.7%	?	-21%
CCc1ccc2c(c1)c1nnc(NN)nc1n2CC	?	0.2	-22%	0%	-34%	i	0.0%	-21%	-24%
COc1ccc(-c2cc(C(=O)O)n(Cc3ccccc3)n2)cc1	0%	.	11%	.	-19%	.	0.4%	-4%	-19%
C[C@@]12C(=O)Nc3cc(F)ccc3C(=O)N1[C@H]1c3ccccc3OC[C@@H]1[C@@H]2c1ccccc1	-1%	1.6	-21%	-3%	-23%	i	4.0%	-7%	-13%
COCCNC(=S)N/N=C(\C)c1ccc(Cl)s1	?	1.1	-26%	-1%	?	i	15%	1%	9%
CCc1ccc(NC(=O)COc2ccc(Br)cn2)cc1	2%	-6.1	-7%	0%	-4%	i	0.1%	5%	1%
CCC(O)CNC(=O)NC(=C(Cl)Cl)c1ccc(C)c(F)c1 (stereo not drawn)	-13%	-0.1	-9%	3%	11%	i	?	-14%	18µM*
CC1CCCN(C(=O)C(C)Sc2nc(-c3ccccc3)cc(C(F)(F)F)n2)C1 (stereo not drawn)	?	0.6	-22%	-2%	10%	i	3.1%	-22%	?
COc1ccccc1NC(=O)CSc1ncc(CO)n1Cc1ccc(F)cc1	?	0.6	-17%&-23%	-3%	9%&-23%	i	0.0%&2.7%	0%&8%	0%

Single records, as listed above.
Entry for `C/C(CC(=O)Nc1ccc([N+](=O)[O-])cc1)=N\NC(=O)c1ccccc1[N+](=O)[O-]` : TGFb SMAD3 inh: 6%; CCT chaperon mod: 0.3; HepG2 tox: -12%; MmCpn inh: 0%; Abeta rescue: -5%; Akt phos inh: i; Nrf2 ARE act: -0.1%; A549 viability: -5%; Nrf2 inh: 0%
Entry for `COc1ccccc1NC(=O)CSc1ncc(CO)n1Cc1ccc(F)cc1` : TGFb SMAD3 inh: ?; CCT chaperon mod: 0.6; HepG2 tox: -17%&-23%; MmCpn inh: -3%; Abeta rescue: 9%&-23%; Akt phos inh: i; Nrf2 ARE act: 0.0%&2.7%; A549 viability: 0%&8%; Nrf2 inh: 0%

Screens deposited in PubChem BioAssay by National Center for Advancing Translational Sciences (NCATS).
